Screens (PubChem)
RPL19A-GFP yeast = yeast TOR pathway RPL19A-GFP modulation. S. cerevisiae RPL19A-GFP strain, flow cytometry, 3 h; stronger effect = lower value. percent response vs DMSO, % at 10 µM. 330,000 tested, 0.3% active;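 active = percent response vs DMSO below 50%; inconclusive = fewer than 70 events counted for the yeast strain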;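 note: median channel GFP fluorescence of the barcoded RPL19A-GFP strain; ratio of sample median GFP to plate DMSO average so 100% = DMSO; lower means less RPL19A-GFP as with rapamycin TOR inhibition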
MEP2-GFP yeast = alters MEP2-GFP fluorescence in TOR pathway yeast screen; S. cerevisiae MEP2-GFP strain, flow cytometry GFP, 3 h; 100% = DMSO control level; 330,000 tested, 0.51% active; AID 2016; GFP response vs DMSO, % at 10 µM;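 active = GFP response versus DMSO above a set limit, roughly screen mean plus 3 SD, cut at about 180% in these data; inconclusive = fewer than 70 cells counted for a yeast strain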;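 note: median GFP fluorescence of the barcode-gated MEP2-GFP cells per well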
CIT2 TOR yeast = alters CIT2-GFP fluorescence in TOR pathway yeast screen | S. cerevisiae CIT2-GFP strain, flow cytometry, 3 h; 100 means same as DMSO wells | GFP response vs DMSO, % at 10 µM | 320,000 tested, 0.065% active;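 active = GFP response relative to DMSO above a set limit, near the screen mean plus 3 SD, cut at about 150% in these data; inconclusive = Fewer than 70 cells measured for a yeast strain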;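 note: ratio of well median GFP fluorescence to mean of DMSO wells on the plate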
procasp3 activ = procaspase-3 (human) activation; P42574; recombinant procaspase-3 D3A, Ac-DEVD-pNA absorbance 405 nm; activation, % at 8.5 µM; 330,000 tested, 0.11% active; AID 463141;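 active = activation above the mean of all tested compounds plus 3 SD, cut at about 21% in these data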;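 note: 0% = DMSO alone and 100% = DMSO wells spiked with extra 5 µM PC-3 D3A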
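Compound: 8.5 µM single point, 0.8% DMSO / Material: Autoprocessing-dead procaspase-3 D3A mutant enzyme / Timing: 1 h preincubation plus 2 h reaction at 25 °C / Medium: Zinc-free HEPES/NaCl buffer with 0.01% Triton X-100 at pH 7.4 / Technique: 405 nm absorbance of p-nitroaniline, reads at 0 and 120 min / Repeats: one well per compound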
AHR activator = activators of human aryl hydrocarbon receptor. AHR-responsive luciferase reporter cells, luminescence. activation, % at 5 µM. 320,000 tested, 2.5% active; in the data active = activation above about 47%;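 note: 0% = vehicle wells and 100% = reference agonist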
Target sequence (P35869 whole entry, looked up): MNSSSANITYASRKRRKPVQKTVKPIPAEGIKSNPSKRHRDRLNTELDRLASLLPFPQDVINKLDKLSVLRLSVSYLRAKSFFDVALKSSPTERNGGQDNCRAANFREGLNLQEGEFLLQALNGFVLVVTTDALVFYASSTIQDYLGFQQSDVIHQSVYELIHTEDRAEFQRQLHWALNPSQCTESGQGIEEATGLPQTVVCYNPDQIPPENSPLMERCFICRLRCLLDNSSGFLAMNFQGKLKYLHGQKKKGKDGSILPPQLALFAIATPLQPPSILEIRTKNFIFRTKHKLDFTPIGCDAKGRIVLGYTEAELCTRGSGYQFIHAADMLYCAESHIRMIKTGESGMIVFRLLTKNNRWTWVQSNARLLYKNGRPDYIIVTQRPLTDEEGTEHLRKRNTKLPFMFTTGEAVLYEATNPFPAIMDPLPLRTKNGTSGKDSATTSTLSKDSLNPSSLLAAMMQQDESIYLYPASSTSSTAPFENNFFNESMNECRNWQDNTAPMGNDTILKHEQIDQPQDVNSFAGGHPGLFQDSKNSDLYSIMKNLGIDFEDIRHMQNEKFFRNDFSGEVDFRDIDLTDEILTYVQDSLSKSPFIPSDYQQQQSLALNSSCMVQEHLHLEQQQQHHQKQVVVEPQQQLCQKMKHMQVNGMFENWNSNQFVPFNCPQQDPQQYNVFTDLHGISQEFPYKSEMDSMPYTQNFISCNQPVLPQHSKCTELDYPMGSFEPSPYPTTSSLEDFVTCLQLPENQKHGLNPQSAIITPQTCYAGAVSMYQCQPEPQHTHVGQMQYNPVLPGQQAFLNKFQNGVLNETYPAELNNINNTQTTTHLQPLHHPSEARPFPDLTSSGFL
proCasp7 act = counter-screen for procaspase-3 activators: activators of human procaspase-7; recombinant procaspase-7, Ac-DEVD-pNA absorbance 405 nm; D23A/D198A/D206A triple mutant, cannot self-cleave; scale: DMSO 0, 5 µM enzyme 100; 330,000 tested, 0.093% active; activation, % at 8.5 µM;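 active = percent activation above the screen-wide mean plus 3 SD, cut at about 25% in these data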
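buffer or medium = Zinc-free HEPES/NaCl buffer, pH 7.4 | material = Procaspase-7 triple mutant (PC-7 D3A) | input = 2 µM procaspase-7 mutant as dispensed | signal = Epi-absorbance of released pNA at 405 nm, two timepoints | timing = 1 h preincubation, 2 h reaction | replicates = singlicate compound testing | evaluation = % activation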
LAP4 TOR yeast = modulators of TOR pathway LAP4-GFP in S. cerevisiae; 320,000 tested, 0.34% active; GFP response vs DMSO, % at 10 µM; S. cerevisiae LAP4-GFP multiplex, flow cytometry GFP, 3 h; median GFP as percent of DMSO wells;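 active = GFP response vs DMSO above a set limit, about the screen mean plus 3 SD, cut at about 150% in these data; inconclusive = under 70 cell events counted for the yeast strain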
AGP1-GFP MLPCN = modulators of TOR pathway AGP1-GFP in S. cerevisiae; S. cerevisiae AGP1-GFP multiplex flow cytometry, 3 h; GFP as percent of DMSO wells; AID 2066; GFP response vs DMSO, % at 10 µM; 320,000 tested, 0.02% active;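 active = GFP response relative to DMSO above a set limit, near screen average plus 3 SD, cut at about 150% in these data; inconclusive = fewer than 70 cells counted for the yeast strain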;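 note: median GFP channel fluorescence of the gated AGP1 strain per well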
The depositor's hits bear a star; ? = inconclusive; . = not tested or not shown.

structure	RPL19A-GFP yeast	MEP2-GFP yeast	CIT2 TOR yeast	procasp3 activ	AHR activator	proCasp7 act	LAP4 TOR yeast	AGP1-GFP MLPCN
COc1ccc(S(=O)(=O)N2CCN(c3cnccn3)CC2)cc1OC	96	108	97	-1	0	5	98	99
Cc1c(C(=O)NCc2ccco2)oc2ccc(S(=O)(=O)N3CCC4(CC3)OCCO4)cc12	99	99	97	0	-2	5	101	102
O=C1NCCN(Cc2ccc(F)cc2)C1CC(=O)N1CC=C(c2ccccc2)CC1 (configuration not stated)	107	109	106	2	0	9	106	105
CN1CCN(c2nc(-c3ccccc3Cl)nc3ccccc23)CC1	106	105	101	.	.	.	96	102
CCOC(=O)c1cc(CN2CCOCC2)oc1-c1ccccc1	89	116	100	4	0	2	96	92
O=C(N/N=C/c1ccccc1[N+](=O)[O-])c1ccc(COc2ccccc2-c2ccccc2)cc1	100	98	98	4	15	-6	91	100
CC1CN(C(=O)c2scc3c2OCCO3)CC(C)O1 (configuration not stated)	100	104	99	6	3	5	99	78
CC(C)C(NC(=O)c1ccccc1F)C(=O)NCc1ccccc1 (configuration not stated)	94	108	97	-5	-1	8	92	87
CCCCn1c(N)c(N(CCOC)C(=O)COC(=O)CCOc2ccccc2)c(=O)[nH]c1=O	97	98	102	3	2	-3	105	107
CCCNC(=O)C1CNc2ccccc2O1 (configuration not stated)	98	95	96	5	16	6	99	95
COCC(C)NC(=O)C(C)Oc1ccccc1 (configuration not stated)	102	96	103	9	0	-3	89	97
O=C(CN1CCCCCC1)Nc1cccc([N+](=O)[O-])c1	100	94	98	-4	2	6	96	103
CCOC(=O)C1NN=C(C(=O)c2ccccc2)C1c1ccc(Cl)cc1 (configuration not stated)	107	104	104	-2	4	0	98	100
COc1ccc(CNC(=O)CCC(=O)n2ncc3cc(C)ccc32)cc1	91	98	82	-8	2	0	112	90
COC(=O)C1=C(C)N(Cc2ccccc2)C(=S)N[C@H]1c1ccc(Br)cc1	109	92	76	2	5	2	85	82
O=Nc1c2nc3ccccc3n(O)c-2c2ccccc12	102	104	105	-2	101*	9	99	98
CN1C(=O)N(C)C(c2ccccc2Cl)C2=C1CC(C)(C)CC2=O (configuration not stated)	108	113	112	11	-1	5	103	104
CCC(Sc1nnnn1-c1ccccc1)C(=O)Nc1nc2ccccc2s1 (configuration not stated)	93	90	90	2	14	9	90	90
COc1cccc(NS(=O)(=O)c2cc3c(cc2C)N(C)CCO3)c1	104	99	99	-9	-1	-1	104	104
CCn1c(Cc2ccccc2)nnc1SCC(=O)Nc1ccccc1O	95	102	94	-5	0	8	106	100
Cc1cnccc1CN(C)C(=O)CC1C(=O)NCCN1CC1CCCCC1 (configuration not stated)	97	113	101	5	3	2	100	101
O=C(Nc1ccccc1)c1cnc[nH]1	102	100	103	1	2	11	99	102
NS(=O)(=O)c1ccc(CCNC(=O)C2CCN(c3ncnc4c3nc3n4CCCCC3)CC2)cc1	98	99	97	2	-2	1	95	99
O=C(CNC(=O)c1ccc2c(c1)OCCO2)N/N=C/c1ccco1	104	109	114	5	0	0	117	128
C1CCN(Cc2nnnn2CC2CCCO2)CC1 (configuration not stated)	102	102	97	10	4	-4	97	102
CCn1c(SCC(=O)Nc2ccc(OC)c(OC)c2)nc2c(c1=O)SCC2	102	92	100	-4	1	-2	94	94
COc1cc(NC(=O)CSc2nc(C)cs2)cc(OC)c1	99	104	84	-5	0	-6	106	92
CC1(C)C(=O)Nc2ccccc2N1C(=O)CSc1ncccn1	96	99	100	8	-2	7	99	104
CN(C)CCCOC(=O)c1cc2ccccc2o1	98	98	104	8	1	-10	98	104
CCCC/C=C1\CCc2c([nH]c3ccccc23)C1=O	94	100	95	6	7	3	103	99
CCCn1c2c(c(O)c(C(=O)NCc3ccccc3)c1=O)CCCC2	104	102	.	-4	13	5	90	106
CC(C)NC(=O)c1ccc(COCC(F)(F)F)cc1	106	102	108	-12	-3	2	94	103
Cc1c(NC(=O)CSc2ccccn2)c(=O)n(-c2ccccc2)n1C	98	95	91	12	-1	0	99	98
CCN(CC)S(=O)(=O)c1ccc(N2CCN(C)CC2)c(NC(=O)Nc2ccc(C)cc2)c1	103	105	106	-5	1	-5	84	98
NC(=O)CN1C(=O)C2CCCCN2C(=O)c2ccccc21 (configuration not stated)	94	96	91	-6	0	2	93	95
COc1ccc(CCNC(=O)CC2SC(=NCCc3ccccc3)NC2=O)cc1 (configuration not stated)	113	110	118	-22	1	-38	91	112
CCn1c(C)c(C)c2cc(C(=O)NC3CCCCCC3)ccc21	99	96	97	5	8	4	98	97
Cc1ccccc1NC(=O)Cc1nc(COC(=O)c2cc(Br)ccc2O)cs1	92	98	82	-2	1	-3	90	87
CC12C(=O)N(c3ccccc3)C(=O)C1C(c1ccccc1)N1CCCN12 (configuration not stated)	96	103	91	-3	-1	-5	128	108
CC(=O)c1ccc(N2CCN(C(=O)c3ccc(S(=O)(=O)NCc4ccco4)cc3)CC2)cc1	99	101	99	8	-1	6	91	99
CSCCC1NC(=O)N(CC(=O)Nc2ccc(N3CCCCC3)cc2)C1=O (configuration not stated)	102	104	99	5	11	-4	111	102
CCc1ccc2c(Cl)c(C(=O)N/N=C/c3c[nH]c4ccccc34)sc2c1	88	81	90	-2	4	16	?	79
O=C(CNC(=O)C12CC3CC(CC(C3)C1)C2)N1CCN(S(=O)(=O)/C=C/c2ccccc2)CC1	98	98	96	0	-3	-5	104	102
CC(C)Oc1ccc(Br)cc1/C=N\NC(N)=S	96	100	98	-8	5	-1	89	92
CC(C)(C)C(=O)NC1CCN(S(C)(=O)=O)CC1	105	112	108	14	0	-6	109	122
O=C(Nc1cc(Cl)cc(Cl)c1)N1CCN(C(=O)C2CCCO2)CC1 (configuration not stated)	105	103	101	8	8	-2	93	90
Cc1ccc2c(COC(=O)C34CC5CC(CC(C5)C3)C4)cc(=O)oc2c1	103	93	102	1	3	2	92	97
CCNC(=S)N/N=C/c1c(C)nn(-c2cccc(Cl)c2)c1Cl	105	106	97	4	-3	6	107	103
COc1ccc(NS(=O)(=O)c2cc(NC(=O)CNC(=O)c3cccc(OC)c3)ccc2C)cc1	99	101	95	-2	7	12	91	94
Cn1c(=O)c2ncn(CC(=O)NCCOCc3ccccc3Cl)c2n(C)c1=O	98	105	102	-3	14	-7	115	107

The list continues:
structure	RPL19A-GFP yeast	MEP2-GFP yeast	CIT2 TOR yeast	procasp3 activ	AHR activator	proCasp7 act	LAP4 TOR yeast	AGP1-GFP MLPCN
CC(=O)NC1(C(F)(F)F)C(=O)Nc2c1c(=O)[nH]c(=O)n2-c1ccccc1 (configuration not stated)	96	97	101	9	2	1	97	99
Cc1nn2c(-c3ccccc3)ccnc2c1Br	102	106	100	8	74*	1	99	101
Cc1nc2ccccc2c(=O)n1/N=C/c1ccc([N+](=O)[O-])o1	97	97	95	2	3	-11	166*	82
COc1ccc(C(C)C)cc1S(=O)(=O)n1ccnc1C	103	96	92	11	2	-1	89	97
CC1(C)CC2CC(C)(CN2C(=O)c2ccc([N+](=O)[O-])cc2[N+](=O)[O-])C1 (configuration not stated)	105	99	101	1	0	12	97	109
CN(C)CCNC(=O)c1c(CSc2ccccc2)noc1C(=O)NCc1ccccc1	92	90	67	-1	-1	-4	105	84
O=C(Nc1ccc(F)cc1)C1CCN(c2ncnc3c2nc2n3CCCCC2)CC1	99	108	102	14	6	4	99	94
Cc1ccc(-n2ncc3c(NCc4ccccc4)ncnc32)cc1	90	104	107	3	2	6	99	94
COc1ccc(NC(=O)CCCCCn2nnc3ccccc3c2=O)cc1OC	103	104	105	2	-1	0	90	97
C[C@H](CO)N1C[C@H](C)[C@@H](CN(C)C(=O)Nc2ccc(C(F)(F)F)cc2)Oc2ccc(NS(=O)(=O)c3cn(C)cn3)cc2C1=O	98	90	89	-2	1	-5	86	88
O=C(Cc1cn2ccsc2n1)Nc1nc2c(s1)CN(Cc1ccccc1)CC2	96	105	108	-1	8	1	97	98
CSc1nsc(SC)c1C(N)=O	87	95	86	-3	-2	4	96	98
C[N+]1(CC(O)COCC2COc3ccccc3O2)CCOCC1 (configuration not stated)	111	106	113	4	-1	-1	100	100
CCN(CC)S(=O)(=O)c1ccc(Cl)c(C(=O)N2CCc3ccccc32)c1	94	98	91	-2	3	-12	102	92
CC12CCC(C(=O)N(CC(O)CN3CCCCCC3)C1=O)C2(C)C (configuration not stated)	104	107	106	9	1	10	92	106
CC(C)CC(C)N1CCC(n2nccc2NC(=O)CCc2ccccc2)CC1 (configuration not stated)	100	106	105	5	0	2	99	100
COC(=O)[C@@]1(Cc2ccc(OC)cc2)[C@H]2c3cc(C(=O)N4CCCC4)n(CCSCCO)c3C[C@H]2CN1C(=O)c1ccccc1	105	103	95	-3	1	2	97	101
O=C(COC(=O)Cc1c(F)cccc1Cl)Nc1nnc(-c2ccccc2)o1	98	95	92	3	-1	7	127	104
CC(=O)C1=C(O)C(=O)N(c2ccc(S(N)(=O)=O)cc2)C1c1ccc([N+](=O)[O-])cc1 (configuration not stated)	86	92	91	-11	0	6	91	89
COc1ccccc1N1CCN(C2CCCN(C(=O)c3csc(C)n3)C2)CC1 (configuration not stated)	118	108	107	.	.	.	94	101
COc1ccc(OCc2nnc(SCC(=O)Nc3nnc(C4CC4)s3)n2C)cc1	105	104	107	-1	-1	-3	101	106
Cc1oc(-c2ccccc2Cl)nc1CS(=O)CC(=O)NCc1ccc2c(c1)OCO2 (configuration not stated)	102	107	108	-5	15	2	95	103
CCCC(c1nnnn1Cc1ccco1)N1CCN(c2cc(Cl)ccc2C)CC1 (configuration not stated)	96	93	95	-9	9	-3	93	94
COc1ccc(CN2[C@@H](CC(=O)O)c3cc(F)ccc3S2(=O)=O)cc1	104	106	112	4	1	-1	99	106
